E coli WT inh = blocks growth of wild type E. coli BW25113; E. coli BW25113 growth inhibition, OD600; inhibition, % at 10 µM; actives 0.05% (n = 20,000); AID 552; in the data active means inhibition above about 40%;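 further: bacteria exposed to compound for 20 hours at 37 °C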
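assay system = bacterial strain in a whole-cell growth screen | quantity = inoculum from a 1:1000 dilution of a 1.5 h subculture | buffer or medium = LB broth with 50 µg/mL kanamycin | compound dosing = one dose, 10 µM final | schedule = compound exposure of 20 h at 37 °C | technique = absorbance at 615 nm as a measure of bacterial growth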
* marks the source's active call; other numbers are inactive results.

SMILES | E coli WT inh
OCC(O)CN1CCN(c2ccccc2)CC1 (configuration not stated) | 4
CC(=O)O[C@@]12CO[C@@H]1C[C@H](O)[C@@]1(C)C(=O)[C@H](O)C3=C(C)[C@@H](OC(=O)[C@H](O)[C@@H](NC(=O)OC(C)(C)C)c4ccccc4)C[C@](O)([C@@H](OC(=O)c4ccccc4)[C@H]21)C3(C)C | -1
CCCN(CCC)C(=O)C(CCC(=O)O)NC(=O)c1ccccc1 (configuration not stated) | -1
CN(C)CCOC(=O)C(c1ccccc1)C1(O)CCCC1 (configuration not stated) | -3
Cc1oncc1C(=O)Nc1ccc(C(F)(F)F)cc1 | -3
CN1CCC(=C2c3ccccc3CC(=O)c3sccc32)CC1 | -4
CCOC(=O)Nc1ccc2c(c1)N(C(=O)CCN1CCOCC1)c1ccccc1S2 | -3
O=C1CCc2cc(OCCCCc3nnnn3C3CCCCC3)ccc2N1 | -1
CCN(CC)CCOC(=O)C(c1ccccc1)c1ccccc1 | 0
OCCOCCN1CCN(C(c2ccccc2)c2ccc(Cl)cc2)CC1 (configuration not stated) | 3

Look-ups from the entries so far:
Result of CN(C)CCOC(=O)C(c1ccccc1)C1(O)CCCC1 (configuration not stated) under E coli WT inh: -3
Result of CCN(CC)CCOC(=O)C(c1ccccc1)c1ccccc1 under E coli WT inh: 0
Result of O=C1CCc2cc(OCCCCc3nnnn3C3CCCCC3)ccc2N1 under E coli WT inh: -1
Result of CCOC(=O)Nc1ccc2c(c1)N(C(=O)CCN1CCOCC1)c1ccccc1S2 under E coli WT inh: -3

Given with each value named: entries from further up.
CCN(CC)CCOC(=O)C(c1ccccc1)c1ccccc1
  E coli WT inh: 0

OCCOCCN1CCN(C(c2ccccc2)c2ccc(Cl)cc2)CC1 (configuration not stated)
  E coli WT inh: 3

CC(=O)O[C@@]12CO[C@@H]1C[C@H](O)[C@@]1(C)C(=O)[C@H](O)C3=C(C)[C@@H](OC(=O)[C@H](O)[C@@H](NC(=O)OC(C)(C)C)c4ccccc4)C[C@](O)([C@@H](OC(=O)c4ccccc4)[C@H]21)C3(C)C
  E coli WT inh: -1

Source: PubChem BioAssay

Not all compounds are listed; the hit share may differ from the screen's.
